High-throughput results (PubChem)
HEK293 tox: cytotoxicity in counter-screen for GLP-1R inverse agonists | HEK293 cAMP-luciferase reporter cells, luminescence, 24 h | Potency, µM (top dose mostly 38.3 µM), inactives show top-dose activity change, negative = inhibition, most hits filed as inhibitors | actives 0.13% (n = 410,000);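 note: loss of luciferase light is scored as toxicity; potency is the fitted concentration of half-maximal effect; % is set by controls: 0 for no effect and ±100 for the full control effect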
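To flag toxic compounds, the library was rerun on cells for 24 hr at 37 deg C and 5% CO2. Viability-linked luminescence was captured 12 min after adding luciferase detection reagent.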
aSyn yeast inh: alpha-synuclein toxicity inhibition in yeast; Yeast expressing alpha-synuclein, growth rescue, BacTiter-Glo, 24 h; Potency, µM (doses to about 46.1 µM), for inactives: top-dose growth rescue (activation), hits mostly activators; actives 0.14% (n = 370,000); AID 652106; note: potency is the fitted concentration of half-maximal effect; % of control where 0% means no effect; nearly all actives have a fitted effect of over 65% in size
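Screening used galactose-induced yeast with toxic alpha-synuclein levels, exposed to compound for 24 hr at 30 deg C. Cell growth, read with BacTiter-Glo luminescence, gave the measured signal.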
PTHR1 ag: agonists of human PTHR1 parathyroid hormone receptor | actives 0.075% (n = 410,000) | Q03431 | Potency, µM (series often up to 115 µM), for the others: top-dose activation, actives largely listed as activators | HEK293 GP2 PTHR1 cells, GloSensor cAMP luminescence, 1 h; note: potency is the fitted concentration of half-maximal effect; nearly all actives have a fitted effect of over 55% in size; some results filed as inactive show a strong effect at the top dose; inactives centre near -15; many of its hits are not listed in these tables
Target sequence (Q03431 whole entry, looked up): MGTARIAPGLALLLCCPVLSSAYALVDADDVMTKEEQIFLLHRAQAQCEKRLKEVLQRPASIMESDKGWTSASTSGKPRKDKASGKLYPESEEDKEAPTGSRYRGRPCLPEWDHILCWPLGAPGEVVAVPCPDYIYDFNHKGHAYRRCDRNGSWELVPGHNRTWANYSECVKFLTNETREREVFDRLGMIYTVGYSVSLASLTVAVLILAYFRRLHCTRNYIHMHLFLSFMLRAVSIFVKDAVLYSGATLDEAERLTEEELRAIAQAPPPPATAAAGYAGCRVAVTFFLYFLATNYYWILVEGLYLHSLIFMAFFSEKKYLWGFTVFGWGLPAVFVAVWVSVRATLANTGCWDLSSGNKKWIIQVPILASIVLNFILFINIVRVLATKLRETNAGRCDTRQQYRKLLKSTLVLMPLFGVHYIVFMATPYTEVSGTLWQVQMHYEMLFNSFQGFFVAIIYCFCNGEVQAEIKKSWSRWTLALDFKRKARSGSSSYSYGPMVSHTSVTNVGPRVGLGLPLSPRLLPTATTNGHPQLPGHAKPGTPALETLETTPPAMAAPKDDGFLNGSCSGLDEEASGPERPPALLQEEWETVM
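HEK-293-derived GP2 cells expressing PTHR1 and a GloSensor cAMP reporter, 3,000/well, plated overnight, given luciferin plus IBMX (each 0.5 mM as added) for 1 h at 37 °C, then compound for 1 h at 37 °C. Luminescence was read after 15 min at room temperature.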
DRD3 agonist: activates the human D3 dopamine receptor | D3R DiscoveRx beta-arrestin cells, luminescence, 90 min | actives 0.58% (n = 410,000) | max activation, %; in the data active = max activation above about 30%; note: 0% is about no effect; mostly tested at two doses, the higher about 12 µM
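Cells at 1500/well, incubated overnight, then treated with pinned compounds (dopamine as control) for 90 min at 37 degrees C. DiscoveRx reagent added for 30 - 60 minutes at room temperature; luminescence read.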
GLP-1R agonist: agonists of human GLP-1 receptor; P43220; HEK293 GLP-1R CRE-luciferase, luminescence, 4-6 h; cells express a hypersensitive GLP-1R form; Potency, µM (titrated, usually from 45.6 µM), for inactives: top-dose activation, most hits filed as activators; actives 0.007% (n = 380,000); note: potency is the fitted concentration of half-maximal effect; % of control where 0% means no effect
Target sequence (P43220 whole entry, looked up): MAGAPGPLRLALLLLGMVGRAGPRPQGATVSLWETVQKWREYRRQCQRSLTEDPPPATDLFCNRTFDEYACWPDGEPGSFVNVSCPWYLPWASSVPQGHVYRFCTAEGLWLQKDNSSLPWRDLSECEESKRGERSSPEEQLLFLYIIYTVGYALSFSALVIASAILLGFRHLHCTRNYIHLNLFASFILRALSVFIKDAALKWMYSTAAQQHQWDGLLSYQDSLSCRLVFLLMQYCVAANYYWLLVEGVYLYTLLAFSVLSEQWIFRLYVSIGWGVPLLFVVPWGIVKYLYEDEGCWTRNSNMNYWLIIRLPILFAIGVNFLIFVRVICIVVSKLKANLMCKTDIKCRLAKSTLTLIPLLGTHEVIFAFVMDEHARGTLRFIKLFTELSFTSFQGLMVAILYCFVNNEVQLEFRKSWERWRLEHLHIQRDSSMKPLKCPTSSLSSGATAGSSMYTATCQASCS
TDP-43 yeast inh: TDP-43 toxicity inhibition in yeast. TDP-43 expressing yeast growth rescue, BacTiter-Glo, 24 h. Potency, µM (doses to about 46.1 µM), without a hit: at the top dose growth rescue (activation), most hits filed as activators. actives 1.8% (n = 410,000); note: potency is the fitted concentration of half-maximal effect; % of control where 0% means no effect; nearly all actives have a fitted effect of over 50% in size
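Cell-based yeast growth screen: TDP-43 expression induced in galactose, inoculum OD600=0.02 after raffinose pregrowth to mid-log. Read-out BacTiter-Glo luminescence at 24 hr, 30 deg C; inhibition of toxicity seen as signal increase.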
DRD3 antagonist: blocks the human D3 dopamine receptor. max response, negative = inhibition, %. actives 2.5% (n = 360,000). P35462. AID 652054. D3R cells, DiscoveRx beta-arrestin luminescence, antagonist mode; hits give low values; in the data active = max response below about -50%; inconclusive = no clear call, values can overlap the other calls; note: % is set by controls: 0 for no effect and ±100 for the full control effect; mostly tested at two doses, the higher about 12 µM
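Cells expressing the human receptor were seeded at 1500 cells/well, incubated overnight at 37 degrees C in 5% CO2, then exposed to library compounds with dopamine controls for 90 minutes at 37 degrees C before luminescent detection.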
GLP1R inv ag: GLP-1 receptor (human) inverse agonism; P43220; Potency, µM (series often up to 38.3 µM), for inactives: top-dose activity change, negative = inhibition, most hits filed as inhibitors; HEK293 GLP-1R CRE-luciferase, luminescence, 24 h; GLP-1R form is constitutively active; actives 1.6% (n = 410,000); AID 624417; note: potency is the fitted concentration of half-maximal effect; % is set by controls: 0 for no effect and ±100 for the full control effect; nearly all actives have a fitted effect of over 55% in size
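Seeding at 200 cells/uL, 12 h culture, 24 hr compound treatment, then luciferase reagent and a luminescence read; cells are HEK293 stably expressing a constitutively active GLP-1R plus cAMP-responsive luciferase.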
KB-V1 MDR tox: kills drug-selected multidrug resistant KB-V1 cells; actives 3.4% (n = 400,000); AID 1347076; KB-V1 MDR cells viability, CellTiter-Glo, 72 h; Potency, µM (series often up to 46.1 µM), inactives show at the highest dose activity change, negative = cytotoxicity, actives largely listed as cytotoxic; note: potency is the fitted concentration of half-maximal effect; % is set by controls: 0 for no effect and ±100 for the full control effect; nearly all actives have a fitted effect of over 60% in size
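Cytotoxicity toward P-gp-expressing KB-V1 cells was determined as loss of CellTiter-Glo luminescence after 72 h at 37 degrees C. Compounds were tested in quantitative HTS format across a concentration range, with curves fitted to normalized data.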
* = called active by the depositor; i = inactive; ? = inconclusive; nt = no result given; [ ] = remark or other dose. Unless noted, calls come from the whole dose curve; as a rule, active = well fitted curve in the direction sought with a large enough effect; inconclusive = small, poorly fitted or top-dose-only effect, or another doubt; inactive = no such curve, though single readings can be large; an effect the other way counts as inactive or inconclusive. A portion of the library (hit frequency here may not be typical).

SMILES	HEK293 tox	aSyn yeast inh	PTHR1 ag	DRD3 agonist	GLP-1R agonist	TDP-43 yeast inh	DRD3 antagonist	GLP1R inv ag	KB-V1 MDR tox
CC(C)(O)CC[C@@H](O)[C@](C)(O)[C@H]1CC[C@@]2(O)C3=CC(=O)[C@@H]4C[C@@H](O)[C@@H](O)C[C@]4(C)C3CC[C@]12C (stereo partly drawn)	2%	-9%	-19%	13	0%	?	1	17%	?
COc1ccccc1N1CCC(N2CCN(CC(C)(C)C)C(CCO)C2)CC1 (stereo not drawn)	-5%	-5%	-13%	-8	13%	-8%	0	-20%	-12%
Cc1ccc(N(CCO)C(=S)Nc2ccccc2)cc1	-11%	1%	i	0	-5%	-5%	3	9%	0%
CCN(Cc1ccccc1)C(=O)Cc1ccc(OC)c(S(=O)(=O)N2CCOCC2)c1	-7%	0%	-3%	-5	8%	8%	-9	-6%	?
COc1ccc(Cl)cc1NC(=O)c1c(NCc2ccc(C)o2)sc2c1CCC(C)C2 (stereo not drawn)	-7%	nt	i	6	nt	13%	nt	?	8%
CCn1c(CC(=O)Nc2cccc(Cl)c2Cl)nnc1SCCOc1ccc(OC)cc1	-13%	5%	-4%[57.5 µM]	-13	8%	-14%	22	-6%	21µM*
c1ccc(Sc2ccccc2CN2CCCC2)cc1	-5%	1%	i	-10	-5%	-20%	?	-27%	-6%
Cc1cccc(C(=O)OCC(=O)Nc2c(C)n(C)n(-c3ccccc3)c2=O)c1	-11%	5%	-21%	-9	-32%[inhibitor]	-21%	-11	-5%	-16%
O=C(CN1CC(c2ccccc2)CC1=O)OCc1ccccc1F (stereo not drawn)	-23%	6%	i	-6	2%	-3%	-24	0%	0%
COc1ccc(C(=O)NCCSc2ccccc2)cc1OC	11%	24%	i	2	9%	20%	-5	8%	?
O=C(CN1CCCCCC1)N1c2ccccc2Sc2ccccc21	0%	3%	3%	-4	11%	-14%	-10	-21%	-19%
COC(=O)c1oc2ccc(Cl)cc2c1NC(C)=O	77%[activator]	-1%	-21%	-3	13%	14%	6	25%	-6%
Cc1cccc(CN2CCc3c([nH]c4ccccc34)C2)c1	-11%	-2%	-2%	-15	16%	-18%	-90*	?	?
CCOC(=O)CNS(=O)(=O)c1c(C)noc1C	-2%	-1%	-2%	8	-14%	-1%	0	-2%	0%
NC(=O)c1c(NC(=S)Nc2ccccc2)sc2c1CCCC2	0%	-13%	i	2	-2%	?	-11	-11%	-22%
O=C(Nc1nncs1)Oc1ccccc1	0%	0%	i	-7	-4%	-14%	-5	-12%	11%
Cc1cc(C)cc(OCC(=O)N2N=C(C(F)(F)F)CC2(O)C(C)(C)C)c1 (stereo not drawn)	-6%	7%	-29%	1	-13%	-16%	12	?	?
CCC(CC)CN1C(Nc2ccccc2)=NC[C@@H]1CC(C)C	-3%	-9%	i	-6	25%	18%	25	-11%	-6%
Cc1ccc(C)c(NC(=O)c2ccc3c(O)c(S(=O)(=O)c4ccc(Cl)cc4)c(=O)[nH]c3c2)c1	7%	nt	i	-7	nt	-4%	nt	6%	17%
Clc1ccc2scc(CN3CCCCC3)c2c1	-4%	-1%	-8%	-58	-3%	12%	-88*	-16%	-24%
CCN1CCN(c2ccc(NC(=O)c3cc(S(=O)(=O)N4CCCC4)ccc3Cl)cc2)CC1	4%	-1%	-3%	0	5%	20%	12	?	-6%
CN1C(=O)CC(N2CCC(C(N)=O)(N3CCCCC3)CC2)C1=O (stereo not drawn)	-9%	-7%	i	-1	-9%	11%	-18	0%	1%
Cc1ccc(-c2ccc(=O)n(CC(=O)Nc3ccc(F)c(Cl)c3)n2)cc1C	-6%	nt	i	5	nt	5%	nt	16%	-4%
CC(O)C1C(=O)OC2(C)CC(C)(C)NC(=S)N12 (stereo not drawn)	15%	-10%	i	-2	-6%	12%	1	5%	6%
CCCCCn1c(=O)[nH]c2cc(C(=O)O)ccc2c1=O	21%	-8%	-34%[inhibitor][57.5 µM]	-1	8%	1%	-26	5%	4%

A section taken from the entries so far:
SMILES	HEK293 tox	aSyn yeast inh	PTHR1 ag	DRD3 agonist	GLP-1R agonist	TDP-43 yeast inh	DRD3 antagonist	GLP1R inv ag	KB-V1 MDR tox
Cc1ccc(-c2ccc(=O)n(CC(=O)Nc3ccc(F)c(Cl)c3)n2)cc1C	-6%	nt	i	5	nt	5%	nt	16%	-4%
CC(O)C1C(=O)OC2(C)CC(C)(C)NC(=S)N12 (stereo not drawn)	15%	-10%	i	-2	-6%	12%	1	5%	6%
CCCCCn1c(=O)[nH]c2cc(C(=O)O)ccc2c1=O	21%	-8%	-34%[inhibitor][57.5 µM]	-1	8%	1%	-26	5%	4%

Next structures follow.
SMILES	HEK293 tox	aSyn yeast inh	PTHR1 ag	DRD3 agonist	GLP-1R agonist	TDP-43 yeast inh	DRD3 antagonist	GLP1R inv ag	KB-V1 MDR tox
COc1ccc(-c2[nH]ncc2CN2CCCN(C(=O)c3ccco3)CC2)cc1F	-18%	0%	-1%	2	5%	-1%	2	7%	-4%
CCN(C(=O)CN1C=NS(=O)(=O)c2ccccc21)c1ccccc1	0%	3%	i	-4	-1%	15%	-18	5%	16%
COc1cccc(CC(=O)Nc2cc(S(=O)(=O)N3CCOCC3)ccc2OC)c1	-5%	0%	-9%	2	7%	-3%	8	34%[activator]	-5%
CCCc1cc(=O)[nH]c2nnc(SCC(=O)Nc3ccc4c(c3)OCCO4)n12	-7%	-3%	?	-11	4%	-22%	5	14%	22%
CCn1c(=O)c(=O)[nH]c2cc(C(=O)NC3CCCC3)ccc21	-1%	-4%	-9%	2	-1%	-11%	-5	-2%	1%
COc1cc(CN(C2CCCCC2C)S(=O)(=O)c2ccc(S(=O)(=O)NC3CC3)cc2)cc(OC)c1OC (stereo not drawn)	-8%	10%	-23%	1	2%	12%	2	?	-12%
CCN(CC)C(=S)NC(=O)c1cc(OC)c(OC)c(OC)c1	?	1%	-69%[inhibitor]	29	3%	-3%	-8	?	-6%
CCOc1cc(C2C(C(=O)OC)=C(C)NC3=C2C(=O)c2ccccc23)ccc1O (stereo not drawn)	?	nt	i	-19	nt	-4%[9.22 µM]	nt	5%	0%
COc1ccc(C(C#N)=C2C=CC(=NO)C=C2)cc1	?	0%	-11%	-6	11%	?	-24	?	?
O=C(COc1ccc(Cl)cc1Cl)Nc1c(-c2cccs2)nc2ccccn12	?	-10%	i	7	2%	11%	7	-16%	2%
COc1cc(C(C)=O)ccc1OCC(=O)Nc1cc(Cl)ccc1-n1cncn1	12%	-2%	i	0	0%	23%	6	15%	-10%
N#C/C(=C\c1ccc[nH]1)C(=O)NC1CC1	-26%	1%	i	5	-8%	-2%	-6	4%	5%
Cn1c(N)nc(N)c(NC=O)c1=O	4%	-1%	-20%	4	-6%	?	1	8%	-5%
Cc1nn2c(N3CCOCC3)cc(C(C)C)nc2c1-c1ccccc1	4%	5%	-15%	0	-3%	14%	15	11%	10%
OCCOCCn1c(CCNc2nc(-c3ccc(F)cc3)cs2)nc2cc(C(F)(F)F)ccc21	2%	7%	-35%[inhibitor]	-3	-1%	13%	21	?	-19%
Cc1cc(C)c(OCC(=O)OCC(=O)NCc2ccco2)c(C)c1	-7%	11%	-14%	-10	-5%	-5%	8	3%	23%
NC(=O)CCCc1nc(-c2ccccc2)no1	-2%	0%	-9%	6	8%	7%	2	41%	12%
CCOC(=O)C1CCCN(c2cc(=O)n(Cc3ccc(F)cc3)c(=O)[nH]2)C1 (stereo not drawn)	2%	6%	i	-11	-5%	-19%	-18	4%	-5%
O=C(NC1CCN(C(=O)Nc2ccccc2Cl)CC1)c1ccco1	12%	-7%	i	-1	0%	-1%	-1	4%	7%
Cc1ccc(S(=O)(=O)N2CCN(C(=O)CCC(=O)NC3CCCc4ccccc43)CC2)cc1 (stereo not drawn)	1%	1%	i	-2	-8%	21%	4	-6%	23µM*
c1ccc(-n2cnnc2SCc2nc3ccccc3s2)cc1	-5%	0%	i	0	0%	24%	10	7%	21µM*
CC1CCC(NC(=O)c2cc3c(s2)CCCC3)CC1 (stereo not drawn)	-4%	5%	-10%	-15	16%	?	4	?	-3%
Cc1nn(C)c2c1c(C(F)(F)F)cc(=O)n2C(C)C(=O)NCCC(C)C (stereo not drawn)	9%	nt	-1%	-8	nt	20%	nt	-28%	-8%
COc1ccccc1C(=O)NCC(=O)N=Nc1c(O)n(C(C)C)c2ccccc12	-6%	12%	-20%	-15	20%	5%	-59*	4%	8%
CC(C)C(NC(=O)c1ccccc1)C(=O)NC1CCCc2ccccc21 (stereo not drawn)	-2%	5%[1.84 µM]	-2%	1	-3%	6%	-18	-20%	23%
Remaining list, next part
SMILES	HEK293 tox	aSyn yeast inh	PTHR1 ag	DRD3 agonist	GLP-1R agonist	TDP-43 yeast inh	DRD3 antagonist	GLP1R inv ag	KB-V1 MDR tox
Cc1ccc(S(=O)(=O)N2[C@H](CC(=O)OCc3ccccc3)OC[C@@H]2C)cc1	1%	-10%	-21%	-2	nt	-18%	3	?	?
COc1ccc(CNC(=O)C[C@H]2C[C@H](C(=O)N3CCOCC3)[C@@]3(CCC4CCCC4)c4[nH]c5cc(CCC(=O)N(C)C)ccc5c4CCN3C2=O)cc1OC	6%	-8%	-27%	4	-2%	13%	19	8%	0%
COc1ccc(S(=O)(=O)NCCCN2CCOCC2)c2ccccc12	-1%	3%	i	-7	-5%	-18%	-22	-4%	-29%
O=S(=O)(c1ccccc1F)N1CCN(Cc2nc3ccccc3[nH]2)CC1	-1%	2%	-4%[57.5 µM]	-8	-2%	-24%	?	-3%	5%
CC(=O)N(C(C)=O)c1nc(-c2ccccc2)cn1/N=C/c1cccc([N+](=O)[O-])c1	-4%	7%	-18%	6	-1%	11%	-6	10%	-5%
CC1CC(=O)Nc2ccccc2N1S(=O)(=O)c1ccc(F)cc1F (stereo not drawn)	?	0%	0%	6	2%	-5%	6	-6%	0%
COc1ccc(S(=O)(=O)NCCC(=O)NCc2ccccc2)cc1	-10%	-1%	i	18	5%	-21%	6	0%	?
